TCR act – Activators of T cell receptors: qHTS campaign; 330,000 tested, under 10 active; primary human leukocytes, anti-CD3, IL-2 HTRF, 48 h; Potency, µM (doses to about 9.22 µM), without a hit: top-dose activation of IL-2 secretion, usual class: activators; note: % of control where 0% means no effect
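IL-2 release read by HTRF sandwich (Eu cryptate donor, d2 acceptor, 665 nm emission) after 48 hr exposure of primary human leukocytes to compound together with anti-CD3 beads in the absence of co-stimulatory signals.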
CXXC DNA block – qHTS Fluorescence Polarization Assay for Inhibitors of MLL CXXC domain - DNA interaction; Histone-lysine N-methyltransferase 2A (Homo sapiens), Q03164; MLL-CXXC / FITC-HOXA9 DNA fluorescence polarization; AID 2662, 2010; Potency, µM (top dose mostly 115 µM), for the others: at the top dose activity change, negative = inhibition, usual class: inhibitors; 290,000 tested, 0.037% active; active = well fitted inhibition curve with a large enough effect in the polarisation, with a control signal flat, not every such curve was filed as active; inconclusive = small, poorly fitted or top-dose-only effect, or effect the other way, or a change in a side signal; inactive = no such curve, though single readings can be large or run the other way; the % refers to the polarisation; note: potency is the fitted concentration of half-maximal effect
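Purified MLL-CXXC (added from a 7 uM solution) was preincubated 5 min at ambient with pinned compounds in 50 mM Tris-HCl pH 7.5, 50 mM NaCl, 1 mM DTT, 0.05% BSA. Fluorescein-labeled HOX-A9 DNA (50 nM solution) followed, 30 min, then polarization read.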
Coupling enz – qHTS Assay for Inhibitors of Fructose-1,6-bisphosphate Aldolase from Giardia Lamblia: Coupling assay counterscreen | coupling enzyme system counterscreen, AmpLite Red fluorescence | activity change, negative = inhibition, % at 58.2 µM, hits read low | 290,000 tested, 0.67% active; in the data active = activity change below about -30%; note: % is set by controls: 0 for no effect and ±100 for the full control effect
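Coupling enzymes only (glyceraldehyde-3-phosphate) + compound, at 57.5 uM final, 10 min RT; add substrate/coupling/AmpLite Red mix, 20 min RT; fluorescence ex 525/em 598 nm. Actives flag coupling-system interference.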
TSHR antag – Antagonists of the Thyroid Stimulating Hormone Receptor: HTS campaign; Thyrotropin receptor (Homo sapiens), P16473; TSHR-expressing cells, TSH-stimulated cAMP HTRF, 2 h; active compounds read low; activity change, negative = inhibition, % at 11.5 µM; 330,000 tested, 0.2% active; AID 504810, 2011;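 active = activity change below a set negative limit, meaning inhibition stronger than a set level, cut at about -70% in these data; inconclusive = activity change between two set negative limits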; note: % is set by controls: 0 for no effect and ±100 for the full control effect
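Cell-based HTRF cAMP assay; TSHR cells + compound, TSH EC80 (4nM final), 2 h, 37 deg C. Lysis with anti-cAMP cryptate and cAMP-d2, 30 min RT, read 665/620 nm.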
Tb PFK inh – qHTS Assay to Find Inhibitors of T. brucei phosphofructokinase; T. brucei PFK, ADP-Glo luminescence; AID 485367, 2010; 330,000 tested, 0.17% active; Potency, µM (series often up to 57.5 µM), without a hit: at the top dose activity, negative = inhibition, most hits filed as inhibitors; ATP-dependent 6-phosphofructokinase (Trypanosoma brucei brucei), O15648;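 note: potency is the fitted concentration of half-maximal effect; 0% = uninhibited 1x PFK enzyme wells and -100% = no-enzyme wells; nearly all actives have a fitted effect of over 60% in size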
Target sequence (O15648 whole entry, looked up): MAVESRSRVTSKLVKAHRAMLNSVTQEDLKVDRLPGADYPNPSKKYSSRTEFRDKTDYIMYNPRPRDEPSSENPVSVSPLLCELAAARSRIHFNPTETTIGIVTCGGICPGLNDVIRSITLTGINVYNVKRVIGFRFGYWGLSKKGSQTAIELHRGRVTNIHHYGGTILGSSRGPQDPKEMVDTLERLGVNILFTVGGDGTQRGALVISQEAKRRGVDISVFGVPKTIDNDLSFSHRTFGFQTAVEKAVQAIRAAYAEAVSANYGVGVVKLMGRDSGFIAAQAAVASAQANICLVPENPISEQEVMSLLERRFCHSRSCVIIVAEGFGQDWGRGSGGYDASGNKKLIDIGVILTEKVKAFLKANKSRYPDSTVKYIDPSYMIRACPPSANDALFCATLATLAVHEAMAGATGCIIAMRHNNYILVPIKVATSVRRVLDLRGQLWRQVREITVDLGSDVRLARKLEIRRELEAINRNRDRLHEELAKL
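1.25 nM PFK with 0.5 mM F6P and 0.1 mM ATP in 0.1 M TEA pH 8.0, 5 mM MgCl2, incubated 45 min at room temperature; ADP measured by ADP-Glo luminescence; compounds titrated up to 57 uM.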
GALK inh – qHTS Assay for Inhibitors of Human Galactokinase (GALK); P51570; Purified GALK, Kinase-Glo residual ATP luminescence; Potency, µM (series often up to 57.5 µM), without a hit: top-dose activity change, negative = inhibition, most hits filed as inhibitors; 270,000 tested, 0.007% active; AID 1868, 2009; note: potency is the fitted concentration of half-maximal effect; % is set by controls: 0 for no effect and ±100 for the full control effect
Target sequence (P51570 whole entry, looked up): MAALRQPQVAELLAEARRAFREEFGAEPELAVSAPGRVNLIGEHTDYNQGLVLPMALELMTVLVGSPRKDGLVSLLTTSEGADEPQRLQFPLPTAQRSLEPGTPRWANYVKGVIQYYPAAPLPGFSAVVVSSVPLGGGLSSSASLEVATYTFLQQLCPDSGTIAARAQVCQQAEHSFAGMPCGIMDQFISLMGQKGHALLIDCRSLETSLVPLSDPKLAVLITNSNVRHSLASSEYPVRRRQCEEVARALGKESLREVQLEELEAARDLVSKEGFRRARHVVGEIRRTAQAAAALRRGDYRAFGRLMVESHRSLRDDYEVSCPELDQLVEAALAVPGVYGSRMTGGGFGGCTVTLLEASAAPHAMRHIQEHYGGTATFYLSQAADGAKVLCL
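Galactose (100 uM) and ATP (35 uM) were turned over by 5 nM GALK for 1 h at RT. Kinase-Glo Plus then converted the remaining ATP into a luminescent signal.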
A-T KAP1 phos – qHTS Assay for Identifying a Potential Treatment of Ataxia-Telangiectasia. Potency, µM (highest dose often 57.5 µM), for the others: at the top dose activation, hits mostly activators. 320,000 tested, 0.19% active. […] A-T fibroblasts, KAP-1 phosphorylation AlphaLISA; neocarzinostatin DNA damage 30 min before lysis. AID 485349, 2010; note: potency is the fitted concentration of half-maximal effect; % of control where 0% means no effect; nearly all actives have a fitted effect of over 45% in size
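ATM-like activity read as KAP-1 phosphorylation via AlphaLISA donor/acceptor antibody pairs after lysis and 6 hr at 25C. Cells were ATM-null patient fibroblasts ([…], hTERT), dosed 60 min, then exposed to the DSB inducer NCS for 30 min.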
Chronic BCR inh – qHTS Assay to Find Inhibitors of Chronic Active B-Cell Receptor Signaling | ABC-DLBCL IkBa-CBG/CBR reporter, luminescence ratio, 4 h | Potency, µM (highest dose often 46.1 µM), without a hit: at the highest dose ratio change, negative = lower green/red ratio, actives largely listed as inhibitors | 340,000 tested, 0.05% active; active = well fitted inhibition curve with a large enough effect in the signal ratio, with a control signal flat, not every such curve was filed as active; inconclusive = small, poorly fitted or top-dose-only effect, or effect the other way, or a change in a side signal; the % refers to the signal ratio;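 note: potency is the fitted concentration of half-maximal effect; plate controls were basal doxycycline-induced cells for no effect and cells given 10 µM MG132 for full effect; MG132 reads +100%, hits lower the ratio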
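TMD8 human ABC-DLBCL cells with doxycycline-inducible IκBα–green luciferase fusion and unfused red luciferase, in 0.5% FBS medium; compounds up to 46 uM, 4 h at 37C. Green/red luminescence ratio, filter-overlap corrected, fitted to concentration-response curves.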
KCNH2 WT inh – qHTS for Inhibitors of KCHN2 3.1: Wildtype qHTS. AID 720551, 2013. U2OS, BacMam KCNH2, thallium flux FluxOr; active compounds read low. 340,000 tested, 0.37% active. activity change, % at 1.84 µM;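 active = maximum activity change below -70%; inconclusive = maximum activity change between -70% and -50%; inactive = maximum activity change above -50%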; note: % is set by controls: 0 for no effect and ±100 for the full control effect
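U2OS cells were transduced with wild-type KCNH2 virus (2.03 x 10^8 / mL) for 4 h at room temperature, then cultured overnight at 37 C. Thallium flux was read with FluxOr dye. Rate constants were normalized to DMSO controls.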
Giardia kill – Small Molecules that selectively kill Giardia lamblia: qHTS; Giardia lamblia trophozoite viability; activity change, % at 7.66 µM, hits read low; 340,000 tested, 0.15% active; in the data active = activity change below about -80%; inconclusive = between about -30% and that limit;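 note: parasites exposed to compound for two days anaerobically before the ATP read; % is set by controls: 0 for no effect and ±100 for the full control effect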
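Killing of trophozoites was scored by loss of ATP luminescence after a 48 hrs anaerobic exposure to compounds at 37 deg C, using 100 cells per well.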
* = called active by the depositor; i = inactive; ? = inconclusive; . = no result given; [ ] = dose if it differs, or a comment. Unless noted, calls come from the whole dose curve; as a rule, active = well fitted curve in the direction sought with a large enough effect; inconclusive = small, poorly fitted or top-dose-only effect, or another doubt; inactive = no such curve, though single readings can be large; an effect the other way counts as inactive or inconclusive. An excerpt, so the mix of outcomes need not match the whole.

#1 COC(=O)C1=C(c2cccc(OC)c2OC)C[C@@H]2CC[C@H]1N2C
#2 O=C(Cc1ccccc1)N1CCN(Cc2ccccn2)CC1
#3 CN(C)CCOC(=O)c1cn(Cc2ccccc2)c2ccccc12
#4 O=C1CCN(C(=O)CCCn2c(=O)oc3ccccc32)CC1
#5 Fc1ccccc1N1CCN(Cc2c(F)cccc2F)CC1
#6 CC(=O)NC(Cc1ccc(N(CCCl)CCCl)cc1)C(=O)O (configuration not stated)
#7 O=C(C1CC(=O)N(c2ccc(F)c(Cl)c2)C1)N1CCC2(CC1)OCCO2 (configuration not stated)
#8 O=c1c2ccccc2nc(N2CCCC2)n1-c1ccc(Cl)cc1
compound no.	1	2	3	4	5	6	7	8
TCR act	-9.3%	1.2%[46.1 µM]	-0.5%	0.0%	.	5.3%[46.1 µM]	2.3%	1.8%
CXXC DNA block	.	-14.2%	-2.6%	7.0%	-6.1%	-2.7%	13.0%	-10.1%
Coupling enz	.	-2.8	0.5	-0.6	1.0	2.5	-4.7	-2.1
TSHR antag	-4.3	13.5	5.4	3.1	-2.2	4.3	2.5	0.9
Tb PFK inh	-0.3%	-6.4%	-7.4%	-1.9%	-2.7%	-1.1%	-4.2%	-0.7%
GALK inh	.	1.8%	1.4%	-1.8%	0.9%	-4.1%	-6.9%	-0.6%
A-T KAP1 phos	-1.6%	2.3%	-0.2%	-1.8%	-0.5%	-3.7%	-1.4%	17.8%
Chronic BCR inh	-0.6%	2.3%	-6.9%	0.3%	-0.7%	1.9%	2.1%	?
KCNH2 WT inh	18.1	1.6	0.4	-4.4	20.3	-6.7	-17.5	-1.0
Giardia kill	0.4	-4.3	-25.7	-20.5	-1.8	8.9	5.7	-12.6

Compound profiles, from the list above.
Fc1ccccc1N1CCN(Cc2c(F)cccc2F)CC1 as listed: TCR act = .; CXXC DNA block = -6.1%; Coupling enz = 1.0; TSHR antag = -2.2; Tb PFK inh = -2.7%; GALK inh = 0.9%; A-T KAP1 phos = -0.5%; Chronic BCR inh = -0.7%; KCNH2 WT inh = 20.3; Giardia kill = -1.8
COC(=O)C1=C(c2cccc(OC)c2OC)C[C@@H]2CC[C@H]1N2C as listed: TCR act = -9.3%; CXXC DNA block = .; Coupling enz = .; TSHR antag = -4.3; Tb PFK inh = -0.3%; GALK inh = .; A-T KAP1 phos = -1.6%; Chronic BCR inh = -0.6%; KCNH2 WT inh = 18.1; Giardia kill = 0.4

(cont.)
#9 O=C(O)C1(c2ccc(Cl)cc2)CCC1
#10 O=P(NC(c1ccccc1)c1ccccc1)(Oc1ccccc1)Oc1ccccc1
#11 CN1CCc2nc3ccc(F)cc3c(C(N)=O)c2C1
#12 C[C@]12CCC3C(C(=O)C[C@H]4C[C@@H](O)CC[C@]34C)C1CCC2=O (some centres not stated)
#13 COc1ccc(CC(=O)N2CCN(C)CC2)cc1OC
#14 O=C(O)c1ccccc1NC(=O)N1C[C@H]2C[C@@H](C1)c1cccc(=O)n1C2
#15 COc1ccc(Nc2nc(-c3ccccc3O)nc3ccccc23)cc1
#16 COc1ccc(C(=O)O/N=C(/C(N)=O)P(=O)(OC(C)C)OC(C)C)cc1
compound no.	9	10	11	12	13	14	15	16
TCR act	5.0%	-0.9%[46.1 µM]	-3.0%	-13.7%	0.3%	-0.5%	1.7%	0.6%
CXXC DNA block	-2.5%	7.1%	-2.3%	.	-6.6%	-2.8%	?	189.2%[activator]
Coupling enz	1.7	0.7	0.0	.	3.0	-8.3	-3.4	-0.5
TSHR antag	11.6	13.2	12.9	5.8	-1.1	0.6	-2.2	-29.5
Tb PFK inh	-4.3%	-1.1%	0.7%	-2.9%	-2.1%	0.3%	-4.0%	-1.9%
GALK inh	-0.1%	0.9%	-4.4%	.	0.5%	.	-2.6%	-1.9%
A-T KAP1 phos	-5.4%	2.1%	3.2%	9.7%	0.4%	-0.5%	?	-4.8%
Chronic BCR inh	?	?	4.4%	-0.1%	4.9%	0.2%	?	?
KCNH2 WT inh	-11.6	23.4	6.8	-5.8	0.7	-3.4	-25.8	-0.6
Giardia kill	-11.7	21.5	-23.2	-8.3	6.6	6.8	9.5	-1.4

Records 12 to 15, quoted:
#12 C[C@]12CCC3C(C(=O)C[C@H]4C[C@@H](O)CC[C@]34C)C1CCC2=O (some centres not stated)
#13 COc1ccc(CC(=O)N2CCN(C)CC2)cc1OC
#14 O=C(O)c1ccccc1NC(=O)N1C[C@H]2C[C@@H](C1)c1cccc(=O)n1C2
#15 COc1ccc(Nc2nc(-c3ccccc3O)nc3ccccc23)cc1
compound no.	12	13	14	15
TCR act	-13.7%	0.3%	-0.5%	1.7%
CXXC DNA block	.	-6.6%	-2.8%	?
Coupling enz	.	3.0	-8.3	-3.4
TSHR antag	5.8	-1.1	0.6	-2.2
Tb PFK inh	-2.9%	-2.1%	0.3%	-4.0%
GALK inh	.	0.5%	.	-2.6%
A-T KAP1 phos	9.7%	0.4%	-0.5%	?
Chronic BCR inh	-0.1%	4.9%	0.2%	?
KCNH2 WT inh	-5.8	0.7	-3.4	-25.8
Giardia kill	-8.3	6.6	6.8	9.5

The list continues:
#17 COc1ccc2cc(C(=O)C3CCCN(C4CCOCC4)C3)ccc2c1 (configuration not stated)
#18 CCOc1ccc(-n2c(O)c(C=Nc3ccc(N4CCOCC4)cc3)c(=O)[nH]c2=O)cc1
#19 COc1ccccc1CN1CCN(Cc2ccc(Cl)cc2)CC1
#20 O=C(COc1ccc(Br)cc1)N1CCN(Cc2ccncc2)CC1
#21 COc1cccc(CC(=O)Nc2nc(-c3ccc(OC)c(OC)c3)cs2)c1
#22 N#Cc1ccc(NC(=O)CN2CCCC2)cc1Cl
#23 COc1ccc(C(=O)c2sc(Nc3ccccc3)nc2N)cc1OC
#24 Cc1cc(NC(=O)COC(=O)c2c(C)nn(Cc3ccccc3Cl)c2Cl)no1
compound no.	17	18	19	20	21	22	23	24
TCR act	2.1%	4.7%	-1.2%	11.1%	-5.8%	-6.9%	-7.7%	1.5%
CXXC DNA block	3.0%	8.6%	-3.3%	-16.8%	6.5%	7.1%	?	28.4%
Coupling enz	-0.7	-3.6	-0.6	0.0	0.7	5.2	-0.3	3.4
TSHR antag	-1.7	-5.6	0.6	1.5	-19.0	6.7	17.1	1.1
Tb PFK inh	-7.6%	-1.0%	1.7%	0.7%	-0.5%	-0.9%	0.6%	2.1%
GALK inh	9.2%	1.9%	7.6%	-1.1%	4.9%	0.1%	-1.6%	-2.7%
A-T KAP1 phos	-3.3%	10.0%	-0.8%	3.2%	10.5%	2.6%	-3.3%	2.9%
Chronic BCR inh	?	-0.2%	-0.4%	5.4%	?	-1.5%	?	?
KCNH2 WT inh	14.9	0.6	i	6.8	22.6	3.9	24.2	10.0
Giardia kill	20.8	0.8	11.4	-13.0	10.4	27.2	-2.6	7.1

Bioassay records as filed in PubChem.
